TbPYK inhibitor – qHTS of Trypanosoma Brucei Inhibitors. pyruvate kinase (Trypanosoma brucei), Q57TT1. TbPYK enzyme, Kinase-Glo Plus ATP luminescence, 45 min. Potency, µM (doses to about 76.8 µM), for inactives: at the highest dose activity, negative = inhibition, most hits filed as inhibitors. 0.12% of 410,000 active. AID 624173, 2012; also: potency is read from the fitted curve at half-maximal effect; % is scaled to controls: 0 for no effect and ±100 for the full control effect; nearly all actives have a fitted effect of over 50% in size
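Enzyme and substrate buffer are dispensed first and compound is pin-transferred. ADP at 130 uM final then starts the reaction, which runs 45 min at room temperature. Detection reagent is added for 10 min before luminescence is imaged.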
Shiga toxin inh – A qHTS for Small Molecule Inhibitors of Shiga Toxin. Vero cells, Shiga toxin protein synthesis inhibition reporter. inhibition, % at 38.7 µM. 9.2% of 290,000 active; in the data active = inhibition mostly above about 28%, no sharp cut-off; inactive = mostly below about 43%; also: 0% is about no effect
HCV inh – qHTS Assay for Inhibitors of Hepatitis C Virus (HCV). 3.4% of 340,000 active. Potency, µM (series often up to 41.8 µM), inactives show at the top dose activity change, negative = inhibition, hits mostly inhibitors. Huh7.5.1 HCVcc-Cre infection, luciferase reporter, 44 h; also: potency is read from the fitted curve at half-maximal effect; % is scaled to controls: 0 for no effect and ±100 for the full control effect
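Cells (1,000/well) were plated 4 h before compound, then infected with HCVcc-Cre virus (~0.5 moi). After 44 h further culture, infection was read as luciferase luminescence following a 15 min substrate incubation at room temperature.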
Pf growth 96h – Primary qHTS for delayed death inhibitors of the malarial parasite plastid, 96 hour incubation. P. falciparum luciferase reporter growth, 96 h. Potency, µM (top dose mostly 28.7 µM), for the others: top-dose activity change, negative = inhibition, hits mostly inhibitors. 6.9% of 320,000 active. AID 504834, 2011; also: potency is read from the fitted curve at half-maximal effect; % is scaled to controls: 0 for no effect and ±100 for the full control effect
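P. falciparum expressing integrated firefly luciferase grown in erythrocytes (2% hematocrit, 0.05% parasitemia final) with compounds for 96 hours at 37 C, 5% CO2. Growth inhibition read as loss of luminescence after adding luciferase detection reagent.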
Pf growth 48h – Primary qHTS for delayed death inhibitors of the malarial parasite plastid, 48 hour incubation; Potency, µM (series often up to 28.7 µM), inactives show at the top dose activity change, negative = inhibition, usual class: inhibitors; 5.9% of 310,000 active; P. falciparum luciferase growth in erythrocytes, 48 h; also: potency is read from the fitted curve at half-maximal effect; % is scaled to controls: 0 for no effect and ±100 for the full control effect
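Here the parasites carry a stable luciferase gene and grow inside erythrocytes in Albumax-based RPMI medium with compound for one erythrocytic cycle. Activity is scored as loss of luminescent signal.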
LmPK inhibitor – qHTS Assay for Inhibitors of Leishmania Mexicana Pyruvate Kinase (LmPK) | Q27686 | purified LmPK, Kinase-Glo ATP luminescence, 1 h | Potency, µM (titrated, usually from 57.5 µM), without a hit: top-dose activity change, negative = inhibition, actives largely listed as inhibitors | 0.37% of 290,000 active; also: potency is read from the fitted curve at half-maximal effect; % is scaled to controls: 0 for no effect and ±100 for the full control effect
Target sequence (Q27686 whole entry, looked up): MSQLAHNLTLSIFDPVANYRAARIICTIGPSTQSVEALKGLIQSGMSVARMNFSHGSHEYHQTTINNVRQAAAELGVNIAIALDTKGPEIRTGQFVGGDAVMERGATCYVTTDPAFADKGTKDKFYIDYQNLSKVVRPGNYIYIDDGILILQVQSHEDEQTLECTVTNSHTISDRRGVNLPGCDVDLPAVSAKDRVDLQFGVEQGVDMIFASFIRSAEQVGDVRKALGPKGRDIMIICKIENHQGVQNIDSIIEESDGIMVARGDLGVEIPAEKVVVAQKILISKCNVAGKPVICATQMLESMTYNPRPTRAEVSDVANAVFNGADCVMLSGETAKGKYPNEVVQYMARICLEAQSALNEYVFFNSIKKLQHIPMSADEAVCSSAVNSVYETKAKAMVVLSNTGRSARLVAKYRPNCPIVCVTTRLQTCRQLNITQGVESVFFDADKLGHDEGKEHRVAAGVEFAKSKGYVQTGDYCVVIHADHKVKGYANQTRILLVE
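qHTS format; LmPK 0.1 nM; substrates PEP 0.5 mM and ADP 0.1 mM. One-hour room-temperature incubation, then coupled luciferase luminescence; 0.5 nM enzyme wells mark activation.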
CHX counter – Cycloheximide Counterscreen for Small Molecule Inhibitors of Shiga Toxin. cell reporter, cycloheximide protein synthesis inhibition counterscreen. 12% of 300,000 active. max response, %; in the data active = max response mostly above about 13%, no sharp cut-off; inactive = mostly below about 14%; also: read at 38.3 µM for the half of the compounds with a filed dose; 0% is about no effect
Numbers without * were called inactive; i = inactive; ? = inconclusive; . = no result given; [ ] = another dose, or the depositor's remark. Unless noted, calls follow the shape of the dose curve; as a rule, active = well fitted curve in the direction sought with a large enough effect; inconclusive = small, poorly fitted or top-dose-only effect, or another doubt; inactive = no such curve, though single readings can be large; an effect the other way counts as inactive or inconclusive.

SMILES	TbPYK inhibitor	Shiga toxin inh	HCV inh	Pf growth 96h	Pf growth 48h	LmPK inhibitor	CHX counter
Cc1ccc(-n2c(C)cc(=O)cc2C)c(C)c1	-4%	-6	13%	93%[activator]	?	1%	-1
O=C(Nc1ccc(F)cc1F)c1ccco1	-8%	38	9%	.	21%	-12%	17
O=C(N/N=C/c1cccc([N+](=O)[O-])c1)C1CC1c1ccccc1 (configuration not stated)	1%	-8	-15%	12µM*	0%	2%	-1
COc1ccc(Cl)cc1NC(=O)CN(C)C(=O)c1cc(C)oc1C	-3%	.	0%	?	?	.	.
Cc1ccc(C(=O)Nc2cccc(C(=O)N/N=C/c3ccc(O)cc3)c2)cc1	1%	34	-2%	?	112%[activator]	0%	28*
CC(O)c1nc2ccccc2n1CCCOc1ccccc1 (configuration not stated)	-12%	-5	6%	7%	7%	3%	-3
CC(=O)Nc1ccc(Nc2ncnc3c2cnn3-c2ccccc2)cc1	7%	50*	?	106%[activator]	135%[activator]	4%	41*
CCOC(=O)C(=NC(C)(C)C)NNc1cc(Cl)ccc1Cl	1%	-5	12%	9.3µM*	?	3%	-1
Cc1cccn2c(=O)c(/C=C(\C#N)S(=O)(=O)c3ccccc3)c(N3CCC(C(N)=O)CC3)nc12	0%	-18	-28%	.	6%	8%	-1
CCc1ccc(C(=O)Nn2cnc3ccccc3c2=O)cc1	9%	109*	-1%	10%	156%[activator]	0%	54*
CC(C)(C)OC(=O)NCCC(=O)Oc1ccc2ccc(=O)oc2c1	-3%	-11	12%	-9%	17%	-9%	-7
Cc1nc(SCC(=O)Nc2cccc(Cl)c2)n[nH]1	-9%	40	8%	-9%	13%	4%	-1
O=C(CCN1C(=O)[C@@H]2Cc3ccccc3CN2C1=O)N[C@H](Cc1ccccc1)C(=O)O	-10%	16	26%	46%[activator]	48%[activator]	-5%	-1
Cc1ccc[n+](-c2nc([O-])sc2C=O)c1	-14%	23	-6%	-1%	6%	2%	3
CCN(CC)C(=O)Oc1nnc(SC(C)C)n1-c1ccc(Cl)c(Cl)c1	1%	11	-11%	?	?	7%	-1
CCCn1c(N)c(C(=O)COC(=O)CNC(=O)c2ccc(C)c(C)c2)c(=O)n(C)c1=O	0%	.	0%	-13%	29%	.	.
COc1ccc(Cn2c(=S)[nH]c3cc(C(=O)N4CCCCC4)ccc3c2=O)cc1	-4%	-4	15%	10%	?	6%	-3
O=C(NC1CCCC1)c1cnn2c(C(F)(F)F)cc(-c3ccco3)nc12	-1%	-26	.	.	?	2%	3
COc1ccc(N(C)C(=O)c2cn(CC(C)C)c(=O)c3cc(OC)c(OC)cc23)c(OC)c1	3%	2	-15%	?	.	-2%	-5
O=C(CCN1C(=O)/C(=C/c2ccccc2Cl)SC1=S)NC1=NCCS1	-11%	5	5%	?	15%	0%	-2
Clc1ccc2c(N/N=C/c3cccc(Br)c3)ccnc2c1	3%	43	?	0.33µM*	0.59µM*	-1%	11
O=c1c2ccccc2c(-c2ccc(O)cc2)nn1-c1cccc(C(F)(F)F)c1	-8%	-5	?	?	9.3µM*	5%	-5
C/C(=N\NC(=O)C(N)=O)c1cccc([N+](=O)[O-])c1	-6%	16	7%	-25%[5.75 µM]	8%[5.75 µM]	4%	13
COc1ccccc1NC(=O)Cn1nc(-c2ccc3c(c2)OCCO3)ccc1=O	0%	-4	-25%	17%	?	5%	11
CCn1c(=N)c(C(=O)OC)cc2c(=O)n3ccccc3nc21	.	-11	.	?	15%	-5%	4

Overlap with the part before: 3 entries, followed by the next part.
SMILES	TbPYK inhibitor	Shiga toxin inh	HCV inh	Pf growth 96h	Pf growth 48h	LmPK inhibitor	CHX counter
C/C(=N\NC(=O)C(N)=O)c1cccc([N+](=O)[O-])c1	-6%	16	7%	-25%[5.75 µM]	8%[5.75 µM]	4%	13
COc1ccccc1NC(=O)Cn1nc(-c2ccc3c(c2)OCCO3)ccc1=O	0%	-4	-25%	17%	?	5%	11
CCn1c(=N)c(C(=O)OC)cc2c(=O)n3ccccc3nc21	.	-11	.	?	15%	-5%	4
N=c1c2c(ncn1Cc1ccco1)Oc1c(ccc3ccccc13)C2c1ccccc1 (configuration not stated)	-12%	18*	?	?	15µM*	-5%	23*
Cc1ccc(F)c(NC(=O)/C(C#N)=C(\O)c2ccc(C(C)(C)C)cc2)c1	3%	39	17%	46%[activator]	61%[activator]	9%	28
Cc1nc(NCCc2ccc(F)cc2)c(C#N)c(C)c1[N+](=O)[O-]	0%	-10	?	?	?	1%	2
COCCn1c(CN2CCc3ccccc3C2)nc2c1c(=O)n(C)c(=O)n2C	3%	25	?	.	-14%	1%	0
COc1ccc(-n2cc(-c3ccccc3)[nH]c2=S)c(OC)c1	-45%	-17	?	?	?	-3%	-4
Cn1cc(CN2CCc3c([nH]c4ccccc34)C2C(C)(C)C)cn1 (configuration not stated)	-3%	10	-9%	?	?	1%	-1
O=C(Nc1cccc2ncccc12)C(Cl)(Cl)Cl	-3%	-12	1%	15%	?	-4%	-6
CCOC(=O)N1CCN(C(=S)Nc2cccc(C)c2C)CC1	0%	3	-1%	?	16%	-1%	-2
Cc1ccccc1Nc1n[nH]c(C)c1[N+](=O)[O-]	-2%	16	8%	3.7µM*	45%[activator]	0%	17
CCOC(=O)C1(CCc2ccccc2)CCN(Cc2ccc3c(c2)OCCO3)CC1	-11%	12	?	10µM*	2%	9%	-4
OCCC1CN(Cc2ccccc2O)CCN1CCCc1ccccc1 (configuration not stated)	1%	-7	-9%	-10%	6.6µM*	1%	-4
O=C(CSc1nnc(COc2ccc(Cl)cc2Cl)o1)Nc1ccccn1	-3%	60*	14%	8%	32%[activator]	-10%	28*
O=C(Nc1ccccc1F)C1CC1c1ccccc1 (configuration not stated)	-5%	41*	-8%	15%	20%	1%	12
O=C(O)c1cn(-c2ccccc2)nc1-c1ccc(F)cc1	-5%	-11	-17%	0%	32%[activator]	-2%	-3
Cn1nccc1C(=O)N(CCN1CCCCC1)CC1CCCN(C2CCCC2)C1 (configuration not stated)	-7%	23	14µM*	65%[activator]	-19%	1%	23*
CC(C)CC(C)N (configuration not stated)	2%	.	?	40%[activator]	35%[activator]	.	.
Cc1nc2ccccc2c2oc(C(=O)Nc3ccc(C(C)C)cc3)cc12	3%	10	?	2%	?	0%	0
O=C(NCCN1CCOCC1)c1ccncc1	-6%	15	18%	-13%	10%	-1%	-3
Cn1c(Sc2ccc([N+](=O)[O-])cc2C(F)(F)F)nnc1-c1ccccc1	-1%	-11	-12%	-34%	?	-1%	-2
O=C(CCCc1cccs1)Nc1nc(-c2ccc(F)cc2)cs1	-6%	-16	?	-5%	-1%	0%	6
Cn1c(Cl)c(C(=O)Nc2ccc(Cl)cc2)c2ccccc21	-10%	23	?	45%[activator]	31%[activator]	2%	13
O=C(COc1ccc(/C=N/NC(=O)c2cc3ccccc3o2)cc1Cl)Nc1ccccc1	-10%	62*	5.6µM*	7.4µM*	10µM*	11%	47*
COc1ccc(S(N)(=O)=O)cc1C(=O)NCC1(N2CCCCC2)CCCCC1	-6%	-5	-7%	?	.	-1%	-2
Cc1nc(CNC(=O)C2CCC(=O)N(CCc3ccc(Cl)cc3)C2)sc1C (configuration not stated)	-8%	-26	1%	-3%	?	-12%	-2
COc1ccc2c(c1)OC[C@H]1[C@H]2N2C(=O)CN(Cc3ccc(Cl)cc3)C(=O)[C@@]2(C)[C@H]1c1ccccc1	6%	.	11µM*	?	2.9µM*	.	.
Further records
SMILES	TbPYK inhibitor	Shiga toxin inh	HCV inh	Pf growth 96h	Pf growth 48h	LmPK inhibitor	CHX counter
O=C(O)c1ccc([N+](=O)[O-])c(CS(=O)(=O)c2ccccc2)c1	-4%	-4	-1%	4%	.	5%	-2
Cc1ccc2cc3cc(C(=O)NCCCN4CCCCCC4)oc3nc2c1	-6%	1	?	?	?	5%	15
O=c1[nH]nc(N/N=C/c2ccc(Cl)cc2Cl)c(=O)[nH]1	-25%	14	9%	-24%	-17%	-1%	-2
CCCC[C@]12Cc3ccccc3[C@H](O1)C1=C(O2)C(=O)c2ccccc2C1=O	.	i	.	0.85µM*	?	-7%[11.5 µM]	-1
CC1(C)CC(=O)C(C(C2=C(O)CC(C)(C)CC2=O)c2ccc(O)c([N+](=O)[O-])c2)=C(O)C1	-26%	-20	25%	-29%	-16%	-1%	-2
CC(=O)c1ccc(N2C(=O)[C@@H]3C(C(=O)CCN4C(=O)c5ccccc5C4=O)=NN[C@@H]3C2=O)cc1	-6%	-13	4%	2.3µM*	-2%	0%	1
O=C(NCc1cccnc1)Nc1ccccc1C(F)(F)F	3%	-9	14%	?	-5%	5%	2
COc1cc2c(cc1OC)C(c1ccccc1[N+](=O)[O-])N(C(C)=O)CC2 (configuration not stated)	-1%	.	19%	26%	?	6%	-1
COc1ccc(-c2nnc(SCc3cccnc3)o2)cc1	-3%	48*	-6%	?	-42%	3%	31*
CC(C)C(c1nnnn1C1CCCC1)N1CCCCC1 (configuration not stated)	3%	6	24%	15µM*	.	1%	12

In the list so far, these contain an aryl methoxy group.
SMILES	TbPYK inhibitor	Shiga toxin inh	HCV inh	Pf growth 96h	Pf growth 48h	LmPK inhibitor	CHX counter
COc1ccc(Cl)cc1NC(=O)CN(C)C(=O)c1cc(C)oc1C	-3%	.	0%	?	?	.	.
COc1ccc(Cn2c(=S)[nH]c3cc(C(=O)N4CCCCC4)ccc3c2=O)cc1	-4%	-4	15%	10%	?	6%	-3
COc1ccc(N(C)C(=O)c2cn(CC(C)C)c(=O)c3cc(OC)c(OC)cc23)c(OC)c1	3%	2	-15%	?	.	-2%	-5
COc1ccccc1NC(=O)Cn1nc(-c2ccc3c(c2)OCCO3)ccc1=O	0%	-4	-25%	17%	?	5%	11
COc1ccc(-n2cc(-c3ccccc3)[nH]c2=S)c(OC)c1	-45%	-17	?	?	?	-3%	-4
COc1ccc(S(N)(=O)=O)cc1C(=O)NCC1(N2CCCCC2)CCCCC1	-6%	-5	-7%	?	.	-1%	-2
COc1ccc2c(c1)OC[C@H]1[C@H]2N2C(=O)CN(Cc3ccc(Cl)cc3)C(=O)[C@@]2(C)[C@H]1c1ccccc1	6%	.	11µM*	?	2.9µM*	.	.
COc1cc2c(cc1OC)C(c1ccccc1[N+](=O)[O-])N(C(C)=O)CC2 (configuration not stated)	-1%	.	19%	26%	?	6%	-1
COc1ccc(-c2nnc(SCc3cccnc3)o2)cc1	-3%	48*	-6%	?	-42%	3%	31*

Screening data deposited in PubChem by National Center for Advancing Translational Sciences (NCATS).
